Compound activity as filed in PubChem.
thrombin 1536: human alpha-thrombin inhibitors, primary screen, counter-screen for coagulation protease inhibitor project, biochemical, 1536-well, fluorogenic AMC substrate. Boc-VPR-AMC fluorogenic substrate cleavage. inhibition, % at 5 µM. 0.26% of 220,000 active. AID 1046, 2008;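 active = inhibition at or above 40%; inactive = inhibition below 40%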;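 note: 0% = enzyme with no compound and 100% = wells without enzyme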
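System: human alpha-thrombin protein; Compound dosing: one concentration per compound, 5 µM, with 0.2% DMSO; Timing: reaction at room temperature; Technique: AMC fluorescence, 355/460 nm; Controls: enzyme without compound as high, wells lacking enzyme as low.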
KLK5 inh: human KLK5 protease inhibitors, primary screen, biochemical, 1536-well. Kallikrein-5 (Homo sapiens), Q9Y337. recombinant hK5, fluorogenic AMC substrate cleavage. inhibition, % at 5 µM. 0.59% of 210,000 active. AID 873, 2007;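 active = inhibition of 40% or more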;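 note: 0% = enzyme controls without compound and 100% = no-enzyme blanks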
Target sequence (Q9Y337 67-293 limits assumed): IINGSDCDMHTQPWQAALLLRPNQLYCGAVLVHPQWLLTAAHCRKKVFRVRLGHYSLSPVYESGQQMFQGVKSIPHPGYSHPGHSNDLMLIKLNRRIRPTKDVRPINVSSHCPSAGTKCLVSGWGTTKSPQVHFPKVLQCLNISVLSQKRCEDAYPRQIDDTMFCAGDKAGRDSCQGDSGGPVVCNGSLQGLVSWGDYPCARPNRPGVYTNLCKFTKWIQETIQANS
Wee1 stabilizer: Wee1 degradation inhibitors, primary screen, cell-based, HeLa, Wee1K328M-luciferase, luminescence; reporter increase, % at 5 µM; 1.2% of 220,000 active; HeLa Luc-Wee1K328M stability; 100% = proteasome inhibitor MG132 effect;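 active = activation above the mean of all tested compounds plus 3 SD, set per screening run, cut at about 8.8% in these data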;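 note: cells exposed to compound for 20 h before luminescence read; 0% = DMSO alone and 100% = MG132 at 30 µM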
Hck-Nef inh: inhibitors of Nef-activated human Hck kinase, primary screen, biochemical, Z-Lyte FRET, 384-well, Hck-YEEI | Tyrosine-protein kinase HCK (Homo sapiens), P08631 | Recombinant Hck-YEEI plus Nef, Z-Lyte FRET kinase assay | inhibition, % at 20 µM | 0.68% of 220,000 active | AID 463187, 2010;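 active = Hck-Nef kinase inhibition above about 50%, limit read from the data; inactive = inhibition below that limit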;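 note: 0% = DMSO with Hck plus Nef and 100% = Hck alone without Nef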
FXIa inh 1536: human FXIa protease inhibitors, primary screen, biochemical, 1536-well; Coagulation factor XI (Homo sapiens), P03951; inhibition, % at 5 µM; purified FXIa, Boc-Glu-Ala-Arg-AMC fluorogenic substrate; 0.14% of 220,000 active;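 active = inhibition of at least 40%; inactive = inhibition below 40%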;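 note: fluorescence of freed AMC excited at 355 nm; 0% = enzyme without compound and 100% = no enzyme blank; many of its hits are not listed in these tables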
Target sequence (P03951 19-387 limits assumed): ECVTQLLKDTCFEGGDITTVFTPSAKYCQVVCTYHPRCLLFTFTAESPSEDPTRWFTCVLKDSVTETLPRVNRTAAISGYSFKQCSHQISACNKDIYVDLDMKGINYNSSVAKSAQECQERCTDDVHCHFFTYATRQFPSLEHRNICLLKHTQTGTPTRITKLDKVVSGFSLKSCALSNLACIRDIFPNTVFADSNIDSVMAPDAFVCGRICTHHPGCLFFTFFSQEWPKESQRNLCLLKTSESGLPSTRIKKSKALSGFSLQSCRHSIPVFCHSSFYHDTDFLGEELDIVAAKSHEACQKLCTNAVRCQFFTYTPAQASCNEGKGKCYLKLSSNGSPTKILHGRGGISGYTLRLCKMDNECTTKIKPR
Target sequence (P03951 388-625 limits assumed): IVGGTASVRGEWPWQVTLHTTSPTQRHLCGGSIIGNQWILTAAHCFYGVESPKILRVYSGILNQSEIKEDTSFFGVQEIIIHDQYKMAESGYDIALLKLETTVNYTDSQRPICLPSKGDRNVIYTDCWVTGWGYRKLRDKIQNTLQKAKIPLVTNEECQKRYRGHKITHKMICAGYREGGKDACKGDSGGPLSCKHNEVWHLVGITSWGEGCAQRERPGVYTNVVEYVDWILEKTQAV
14-3-3 Bad inh: inhibitors of 14-3-3 zeta/Bad binding, primary screen, biochemical, TR-FRET, bovine 14-3-3 zeta; TR-FRET 14-3-3zeta/Dy647-pBad peptide displacement, 1 h; inhibition, % at 21.7 µM; 0.71% of 220,000 active;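 active = inhibition above about 70%, limit read from the data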;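 note: 0% = full 14-3-3 plus peptide FRET controls and 100% = background without 14-3-3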
FXIIa inh: human FXIIa protease inhibitors, primary screen, biochemical, 1536-well; Coagulation factor XII (Homo sapiens), P00748; purified FXIIa, Boc-QGR-AMC fluorogenic substrate, 2 h; inhibition, % at 5 µM; 0.3% of 220,000 active; AID 800, 2007; in the data active = inhibition above about 40%;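 note: 0% = enzyme with no compound and 100% = blank without enzyme; many of its hits are not listed in these tables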
Runt-CBFb FRET: inhibitors of RUNX1 Runt–CBFb binding, primary screen, biochemical, FRET, Cerulean-Runt, Venus-CBFb, uHTS; Runt-related transcription factor 1 (Homo sapiens) + Core-binding factor subunit beta …; Cerulean-Runt/Venus-CBFb FRET ratio 530/480, 1 h; inhibition, % at 20 µM; 0.46% of 220,000 active;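 active = inhibition over about 50% at 20 µM in the single-dose screen, limit read from the data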;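 note: 0% = DMSO wells and 100% = excess unlabeled CBFb competitor control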
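Doses: 20 µM compound in 1% DMSO | Material: Cerulean-labeled Runt domain protein | Amount: Each fluorescent fusion protein 100 nM | Schedule: Two 1 h room-temperature incubations shielded from light | Measured by: FRET fluorescence | Evaluation: Loss of energy transfer signal | Controls: Unlabeled CBFb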
Runt-SMMHC FRET: inhibitors of RUNX1 Runt–CBFb-SMMHC binding, primary screen, biochemical, FRET, Cerulean-Runt, Venus-CBFb-SMMHC, uHTS; Runt-related transcription factor 1 (Homo sapiens) + Core-binding factor subunit beta …; Cerulean-Runt/Venus-CBFb-SMMHC FRET ratio 530/480, 1 h; inhibition, % at 20 µM; 0.74% of 220,000 active; AID 1434, 2008;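 active = mean inhibition across duplicate retests at 20 µM reaching about 50%, limit read from the data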;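 note: 0% = DMSO wells and 100% = wells with excess untagged CBFb-SMMHC; inhibitors lower the FRET ratio by blocking Runt binding to CBFb-SMMHC; some results filed as inactive read as strong as hits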
Starred values were filed as active, the others as inactive; / = not tested or not shown; [ ] = remark or other dose.

structure	thrombin 1536	KLK5 inh	Wee1 stabilizer	Hck-Nef inh	FXIa inh 1536	14-3-3 Bad inh	FXIIa inh	Runt-CBFb FRET	Runt-SMMHC FRET
C/C(CC(=O)Nc1cccc(Cl)c1C)=N\NC(=O)Cc1csc(N)n1	-7	-8	-4	18	-4	-10	-1	1	1
Cc1ccc(C(c2sc3nc(C)nn3c2O)N2CCN(c3ccccc3)CC2)cc1 (stereo not given)	0	-8	0	6	5	3	17	-2	0
C=CCNc1nc(-c2ccc(OC)cc2OC)cs1	1	-5	5	1	5	76*	20	2	2
CC1C/C(=N/NC(=O)c2ccc(CSc3nc4ccccc4[nH]3)cc2)CC(C)(C)C1 (stereo not given)	-7	-20	5	5	2	-12	1	-1	-3
COc1ccc(S(=O)(=O)N2CCCCCC2)cc1C(=O)OC(C)C(N)=O (stereo not given)	22	6	-1	17	1	0	18	0	1
CN(C)c1ccc(CNCCC2CCOC(C)(C)C2)cc1 (stereo not given)	-1	-4	-2	-16	-4	92*	6	2	4
CC(C)CC(COCc1ccc(F)cc1)N1CCN(C(=O)c2cccc(C(F)(F)F)c2)CCC1=O (stereo not given)	-3	-17	-2	-2	-7	-8[fluorescence artefact?]	4	-10	-4
O=[N+]([O-])c1ccc(N2CCCC2)cc1NC1CC1	12	44*	2	4	9	12	9	-9	-4
CSc1nnc(Cc2sc(-c3ccccc3)nc2-c2ccccc2)o1	5	1	-1	-2	-1	-1	16	-1	2
COc1ccc(CC(C(=O)Nc2cc(C)ccc2C)/C(N)=N/O)cc1 (stereo not given)	5	-4	1	-1	-1	9	17	1	1
CCc1nc2sc(C)c(C)c2c(=O)n1CCO	-9	-15	0	1	-7	-3[fluorescence artefact?]	-13	1	0
Cc1ccc(-c2nc(CN(CC3CCC3)CC3CCCO3)c(C)o2)s1 (stereo not given)	2	0	0	6	2	1	4	-3	-1
CCN(CC)S(=O)(=O)c1cc(C(=O)OCC(=O)NC2CCCc3ccccc32)ccc1C (stereo not given)	-4	-15	3	0	-6	-16	-2	-2	2
CCCN1CCN(CCCNC(=O)C2CCN(c3nnc(-n4cccc4)s3)CC2)CC1	0	-3	-2	5	-7	-9[fluorescence artefact?]	10	1	-1
COc1ccc(CCNC(=O)Cn2c(=O)oc3cc(Cl)ccc32)cc1OC	-2	4	-1	24	2	-2	2	0	2
Cc1cc(C)c2c(n1)sc1c(=O)[nH]c(SCc3ccccc3)nc12	-6	-17	-1	6	-6	10[fluorescence artefact?]	-14	0	1
O=S1(=O)C=C(SCCN2CCCC2)c2ccccc21	-7	-29	-2	3	3	71*	2	1	-1
Cc1ccccc1Sc1c(C#N)c(-c2ccccc2)nn1C	-2	-23	0	3	7	11	8	-2	-2
Cc1sc2nc(SCC(=O)N(C)Cc3ccccc3)n(-c3ccccc3)c(=O)c2c1C	1	-1	-2	0	2	16[fluorescence artefact?]	9	1	0
CCOc1ccc2nc(N3C(=O)/C(=C/c4ccc(Cl)cc4)NC3=S)sc2c1	9	-25	0	20	-2	61[fluorescence artefact?]	-1	-6	-60
Cc1sc2nc(SCC(=O)N(CCO)CCO)nc(N)c2c1C	-15	-3	0	7	-3	0	5	2	0
COc1ccc2c(c1)c(=O)oc1cc(OCC(=O)NC3CCCCC3)ccc12	-2	-58	-1	1	5	0	10	-8	0
O=C(O)c1ccc(OCCn2ccnc2)cc1	-2	-2	1	0	3	38	14	0	-55
Cc1cc([N+](=O)[O-])nn1CC(=O)N/N=C/c1ccccc1O	-6	-1	-2	-5	-9	-4	5	2	4
Cc1cccc(NC(=O)c2ccccn2)c1C	-2	-11	-2	1	1	-1	7	-2	4
C=CCNC(=S)N/N=C(\C)c1ccccn1	-2	-15	-1	1	0	0	6	4	-6
CCOC(=O)c1cn(-c2ccc(F)c(F)c2F)c2c(F)c(F)c(F)cc2c1=O	0	-18	-2	-18	-6	-8	9	-4	0
O=C(COC(=O)c1cccc(NS(=O)(=O)c2ccc(F)c(F)c2)c1)NC(=O)NC1CCCC1	-6	-7	0	2	9	-3[fluorescence artefact?]	16	-2	3
CCOC(=O)c1sc2nc(CN3CCCCC3)nc(Cl)c2c1C	-10	-4	-1	26	-2	-9	4	-1	1
CCn1nnc(-c2ccc(N)cc2)n1	-1	1	-1	19	0	20	9	-2	-2
Cc1ccc(C(=O)c2ccccc2C(=O)OCC(=O)Nc2cccc([N+](=O)[O-])c2)cc1	-11	-4	-1	-1	-6	8	10	0	0
Cc1ccc(S(=O)(=O)Nc2ccc3nc(-c4cccn4C)[nH]c3c2)cc1	0	2	0	0	11	3	10	16	-2
CCCCNC(C(=O)Nc1ccc([N+](=O)[O-])cc1Br)c1ccccc1 (stereo not given)	-5	-3	3	3	6	71*	7	-1	-2
c1ccc(CN2CCC3(CC2)Nc2ccccc2S3)cc1	0	0	1	6	10	-5	7	3	1
C=CCN1C(=O)N(/C=C/C)c2cccc3cccc1c23	0	-3	0	1	-4	12	-4	-8	-18
COc1ccc(CCN2C(=NC(=O)CCC(=O)O)SC3CS(=O)(=O)CC32)cc1 (stereo not given)	4	-3	0	-1	4	-1[fluorescence artefact?]	9	0	-1
N#Cc1c(N)n(CCNC(=O)c2ccccc2)c2nc3ccccc3nc12	-3	-22	-2	12	6	2	4	111*	76*
CCOC(=O)c1[nH]c2ccc(C)cc2c1N=C(C)N(C)C	0	12	-1	1	5	-2	6	0	-10
O=C1C2C3C=CC(C3)C2C(=O)N1Cc1ccccc1 (stereo not given)	-8	7	0	-13	1	1[fluorescence artefact?]	5	1	3
CC(C)(C)C(=O)Nc1nnc(SCC(=O)Nc2ccc3c(c2)OCO3)s1	-8	2	0	0	2	9	5	0	-1
FC(F)(F)C(Oc1nc(NC2CCCCC2)nc(N2CCOCC2)n1)C(F)(F)F	-2	6	3	2	-1	8	10	-4	0
CCOC(=O)c1c(C)[nH]c(C(=O)CN2CCOCC2)c1C	0	-2	-1	0	6	4	15	1	-2
Cc1nc(C(=O)NNC(=O)c2ccccc2Cl)c(C(F)(F)F)o1	-2	0	-1	12	8	-8	3	0	-1
O=C(Nc1ccc(Cl)cn1)C1CCN(S(=O)(=O)c2cccs2)CC1	4	-8	0	14	0	2	9	2	-2
Cc1cc(NC(=O)c2cc(CC(C)C)on2)n(-c2ccccc2)n1	-2	-5	3	21	2	2[fluorescence artefact?]	12	/	-4
Cc1cc(C)nc(SCc2ccc(C(=O)N/N=C/c3ccccc3C(=O)O)cc2)n1	-2	3	-1	19	0	-6	7	-1	0
COc1ccc(CC(=O)Nc2cccc(-c3nnc(-c4ccc(C)cc4)o3)c2)cc1OC	3	-20	0	0	10	11	6	-1	-1
O=C(CSCc1ccc(Br)cc1)Nc1ccc(S(=O)(=O)N2CCCCCC2)cc1	7	9	1	1	7	-5	20	0	-8
O=C(NCc1ccco1)c1cccs1	-7	2	8	2	-17	7	8	3	-1
O=C(NCCc1ccc(Cl)cc1)c1cccnc1	3	-8	-2	-3	6	47[fluorescence artefact?]	17	0	-4
CC(=O)c1ccc(NC(=O)C(C)N2CCN(C/C=C/c3ccccc3)CC2)cc1 (stereo not given)	-1	0	-3	24	-3	-15	4	-3	3
O=C(CSC1CC(=O)N(CC(c2ccccc2)c2ccccc2)C1=O)Nc1ccc(Cl)cc1 (stereo not given)	-5	2	-2	0	-2	1	13	0	2
CCCc1cc(C(=O)N(C2CCCCC2)C2CCCCC2)no1	-4	-7	-1	21	1	6	9	0	-1
Cc1nn(CC(=O)Nc2ccc3c(c2)nc(CN2CCCC2)n3C)c(=O)c2ccccc12	0	-5	-2	2	-3	18	10	3	2
Cc1n[nH]c(C)c1S(=O)(=O)N(CC(=O)Nc1ccc2c(c1)OCCO2)c1ccc(C(C)C)cc1	-9	-27	0	0	-12	8	3	-3	-7
COc1ccc(S(=O)(=O)N2CCOCC2)cc1C(=O)Nc1nc2ccccc2s1	-10	-17	1	1	-6	-12[fluorescence artefact?]	-4	-1	-4
Cc1ccc(C(=O)Nc2ccccc2C(=O)NC(CC(=O)O)C(=O)O)cc1 (stereo not given)	-24	-3	0	0	4	3	0	-1	0
Cc1cc(C)c(S(=O)(=O)N2CCN=C2c2ccccc2)cc1C	10	-25	-1	-18	-13	-4	-9	-1	0
O=C(Nc1cccc2c1CCCC2)c1ccco1	-12	-11	-1	1	-7	-10[fluorescence artefact?]	2	1	1
Cn1c(Oc2ccccc2NCc2cc(Br)ccc2O)cc(=O)n(C)c1=O	-7	4	0	2	1	-11	3	1	1

The results go on.
structure	thrombin 1536	KLK5 inh	Wee1 stabilizer	Hck-Nef inh	FXIa inh 1536	14-3-3 Bad inh	FXIIa inh	Runt-CBFb FRET	Runt-SMMHC FRET
O=C(CN(c1ccccc1)S(=O)(=O)c1ccc(F)cc1)N1CCCCCC1	-7	-25	1	-1	-9	0	1	-1	2
FC(F)(F)c1ccc(C2[C@H]3CN(Cc4ccc(-c5ccccc5)cc4)[C@H](c4ccccc4)C34CC2(c2ccccc2)C4)cc1 (stereo not given in full)	0	-2	/	21	-2	1	6	0	0
Cn1nnnc1SCC1=C(C(=O)O)N2C(=O)C(NC(=O)C3CC3c3ccccc3)C2SC1 (stereo not given)	6	-7	11*	10	1	-1	9	7	3
Cc1nn(Cc2ccccc2)c(C)c1/C=N/NC(=O)CNc1cccc(C(F)(F)F)c1	-14	-8	0	2	2	4	9	-4	-3
Cc1ccc(CNC(=O)C2CCCN(c3nn4c(=O)cc(C)nc4s3)C2)cc1 (stereo not given)	1	-20	0	-4	-4	37	-2	0	-2
COc1cc(OC)cc(C(=O)NCC(=O)OCC(=O)C(C)(C)C)c1	-5	-20	-2	0	9	-13	9	0	-2
COc1ccc(NC(=O)CSc2nc(N)c(C(=O)Nc3ccc(N(C)C)cc3)s2)cc1	7	6	7	1	4	-3[fluorescence artefact?]	8	3	-5

With a hit mark in Runt-SMMHC FRET, among the entries above:
| SMILES | KLK5 inh | Wee1 stabilizer | Hck-Nef inh | FXIa inh 1536 | 14-3-3 Bad inh | FXIIa inh | Runt-CBFb FRET | Runt-SMMHC FRET |
| --- | --- | --- | --- | --- | --- | --- | --- | --- |
| N#Cc1c(N)n(CCNC(=O)c2ccccc2)c2nc3ccccc3nc12 | -22 | -2 | 12 | 6 | 2 | 4 | 111* | 76* |
